MEKK3 PB1 HTS – MEKK3-MEK5 PB1 interaction, increase or decrease | bead-based flow cytometry, Alexa488-MEK5 binding to MEKK3; actives lie on both sides; 0 = blocked by unlabeled MEK5, 100 = vehicle | binding response (% of control), % at 10 µM | actives 1.4% (n = 290,000) | AID 1529;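 active = binding response more than 3 SD above or below the average of its plate-row segment, actives on both sides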;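 note: Alexa488 bead fluorescence after subtracting the streptavidin-only scavenger bead signal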
Target sequence (Q99759 whole entry, looked up): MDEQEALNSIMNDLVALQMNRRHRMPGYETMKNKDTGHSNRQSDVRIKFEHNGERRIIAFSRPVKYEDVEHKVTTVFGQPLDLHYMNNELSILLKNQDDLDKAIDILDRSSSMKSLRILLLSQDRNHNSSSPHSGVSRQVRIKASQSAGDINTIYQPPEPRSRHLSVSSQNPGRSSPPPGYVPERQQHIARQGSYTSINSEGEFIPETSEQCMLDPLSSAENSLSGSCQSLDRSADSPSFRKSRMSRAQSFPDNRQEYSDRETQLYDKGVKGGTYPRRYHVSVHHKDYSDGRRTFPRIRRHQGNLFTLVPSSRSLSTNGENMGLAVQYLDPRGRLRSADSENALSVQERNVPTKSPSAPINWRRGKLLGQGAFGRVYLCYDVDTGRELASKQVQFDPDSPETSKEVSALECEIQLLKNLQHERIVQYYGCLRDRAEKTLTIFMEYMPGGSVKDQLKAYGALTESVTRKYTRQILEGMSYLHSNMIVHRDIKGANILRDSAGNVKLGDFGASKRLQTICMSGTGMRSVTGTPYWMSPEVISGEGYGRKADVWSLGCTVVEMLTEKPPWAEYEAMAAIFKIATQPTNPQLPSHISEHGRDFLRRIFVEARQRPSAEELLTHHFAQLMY
CRFBP-R2 block – blocks CRF-induced signaling of the CRF-BP/CRF-R2 complex; actives 0.59% (n = 350,000); inhibition, % at 11.8 µM; HEK293 CRF-R2/CRF-BP, CRF-induced calcium fluorescence;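 active = inhibition of the ligand-induced calcium signal above about 50% at the single tested concentration, limit read from the data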
M4 PAM – positive allosteric modulators of human muscarinic M4 receptor; activation, % at 3 µM; AID 624126; CHO-K1 hM4/Gqi5, Fluo-8 calcium fluorescence, ACh EC20; 0% = ACh EC20, 100% = maximal ACh; actives 0.4% (n = 360,000);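 active = activation above its plate's cutoff, the mean activation of sample wells plus 3 SD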; note: some results filed as inactive read as strong as hits
IDE cell activ – activators of human insulin-degrading enzyme in cells; HEK cells, FAbeta-B cleavage, fluorescence polarization; 0% vehicle, 100% cell-free pure enzyme wells; activation, % at 5.96 µM; actives 0.073% (n = 340,000);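 active = activation above the mean of all tested compounds plus 3 SD, set per screening campaign, cut at about 17% in these data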
GalR3 antag – blocks the human galanin receptor 3. HEK293 GalR3-CNG cAMP membrane potential fluorescence; galR3 body fused to GalR1 C-terminus. inhibition, % at 3 µM. AID 651719. actives 0.44% (n = 360,000). O60755;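 active = inhibition above the screen-wide average plus 3 SD, cut at about 13% in these data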;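 note: forskolin and galanin both at EC90 stimulate the cells; cAMP rise reported by CNG channel membrane potential dye signal; 0% = forskolin plus galanin with DMSO and 100% = forskolin alone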
Target sequence (O60755 1-299 limits assumed): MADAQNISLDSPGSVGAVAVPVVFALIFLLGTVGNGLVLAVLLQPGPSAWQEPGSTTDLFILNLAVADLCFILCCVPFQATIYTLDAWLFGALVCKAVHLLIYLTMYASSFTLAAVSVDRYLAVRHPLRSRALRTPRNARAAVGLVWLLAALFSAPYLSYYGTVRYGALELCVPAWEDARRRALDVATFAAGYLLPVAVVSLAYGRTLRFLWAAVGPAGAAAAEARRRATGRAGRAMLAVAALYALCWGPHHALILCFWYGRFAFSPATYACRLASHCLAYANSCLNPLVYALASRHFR
PHOSPHO1 block – inhibitors of human PHOSPHO1 phosphatase. Q8TCT1. recombinant PHOSPHO1, absorbance phosphatase assay. inhibition, % at 13.3 µM. actives 1.1% (n = 290,000). AID 1565; in the data active = inhibition above about 60%
pCIP destab – compounds decreasing mouse p/CIP protein stability; Q05BA5; F442A p/CIP-EGFP cells, EGFP fluorescence, 16 h; decrease of EGFP signal, % at 10 µM; actives 0.01% (n = 290,000); AID 1984;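 active = EGFP signal decrease of at least 30% at 10 µM or well 3 SD below plate mean, unless failing retest; inactive = the rest, including hits failing retest or dose response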; note: some compounds called inactive have numbers as strong as hits; many of its hits are not listed in these tables
IDE cell inh – inhibitors of human insulin-degrading enzyme in cells. AID 434962. P14735. actives 0.41% (n = 320,000). HEK cells, FAbetaB cleavage, fluorescence polarization. inhibition, % at 5.59 µM;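 active = percent inhibition above the average of all tested compounds plus 3 SD, set per screening campaign, cut at about 16% in these data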;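 note: IDE supplied by intact live HEK cells; FP after avidin binding of uncleaved biotin substrate so inhibition keeps polarization high; 0% = DMSO wells and 100% = 60 µM reference IDE inhibitor Ii1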
CRFR2-BP ag – agonists of human CRF-binding protein/CRF-R2 receptor complex. activation, % at 13.2 µM. AID 588473. HEK293 CRF-R2/CRF-BP, calcium dye fluorescence (FLIPR); percent of saturating CRF peptide response. actives 0.46% (n = 350,000);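 active = activation of at least 50%, plus an integration ratio under a set limit after plate pattern correction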;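 note: plate controls were neutral control wells without compound for no effect and CRF at EC100 for full effect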
* = called active by the depositor; . = not tested or not shown. Compounds were not picked by outcome. About 4.2% of those tested had a hit in this group.

SMILES | MEKK3 PB1 HTS | CRFBP-R2 block | M4 PAM | IDE cell activ | GalR3 antag | PHOSPHO1 block | pCIP destab | IDE cell inh | CRFR2-BP ag
COc1ccc(NS(=O)(=O)c2ccc3nc(COc4cccc5ccccc45)[nH]c3c2)cc1 | 95 | -14 | -5 | -8 | -11 | -90 | -6 | 10 | 0.3
CC1(C)Oc2cc3oc(C(=O)O)cc(=O)c3cc2-c2ccccc21 | . | 2 | 2 | . | -5 | . | . | . | -0.9
CC1CCCN(S(=O)(=O)CCNC(=O)c2ccccc2)C1 (centres undefined) | . | 31 | -5 | 5 | -4 | . | . | 4 | 0.3
Cc1cccc(NC(=O)c2cc(-c3c(C)cc(C)cc3O)n[nH]2)c1 | 106 | 0 | -3 | 0 | -9 | 50 | 6 | 2 | 0.6
CCn1cc([N+](=O)[O-])c(C(=O)N2CCCC2)n1 | 104 | -15 | 1 | -3 | -7 | 8 | -32 | . | 2.5
COC(C(=O)NCc1ccc(C)cc1)c1ccccc1 (centres undefined) | 98 | 10 | -3 | 3 | -5 | 45 | 0 | 1 | -0.7
COc1ccccc1N1CCN(C(=O)c2ccncc2)CC1 | 86 | -3 | 2 | 2 | -1 | 1 | -5 | -1 | 0.6
COc1cc(/C=C/c2sc3ccccc3[n+]2CCCS(=O)(=O)[O-])ccc1O | 81 | -14 | 4 | -13 | -4 | 47 | -23 | 10 | 19
NS(=O)(=O)c1ccc2nc(NC(=O)C3=COCCO3)sc2c1 | 100 | 12 | 3 | 4 | -2 | 2 | 9 | 5 | -2.5
COc1ccccc1NC(=O)C1CCN(c2ncnc3c2nc2n3CCCCC2)CC1 | 97 | -13 | -1 | 7 | 4 | 30 | -2 | 0 | -2.8
Cc1cc(S(=O)(=O)N2CCOCC2)ccc1OCC(=O)N1CCCC1 | 101 | 1 | 3 | 4 | -7 | 14 | 5 | 6 | 0.0
Cc1ccc(NC(=O)N2CCOCC2)c(C)c1 | 107 | -13 | 0 | 5 | 8 | 16 | -19 | -1 | -0.4
COc1ccc(S(=O)(=O)NCc2csc(C)n2)cc1 | 97 | 23 | -8 | 12 | -1 | -7 | -2 | 1 | 1.0
Oc1[nH]c2ccccc2c1N=Nc1cccc(Cl)c1 | 105 | -16 | 0 | 0 | -8 | 34 | -8 | 1 | 1.8
CC/C(=C\C1CCCCC1)C(NP(=O)(c1ccccc1)c1ccccc1)c1ccccc1 (centres undefined) | 104 | -12 | 5 | 6 | -1 | -1 | 1 | 4 | -1.4
C=CCNC(=S)NNC(=O)C(CC(C)C)CC(C)O (centres undefined) | 93 | 2 | -13 | 4 | -8 | 41 | -3 | 2 | 0.0
Cc1cc(C(=O)Nc2ccc(S(=O)(=O)N3CCOCC3)cc2)c(C)o1 | 102 | 14 | -2 | . | 0 | 37 | -5 | 0 | -0.5
O=C(CN1C(=O)C2CC=CCC2C1=O)Nc1ccc(S(=O)(=O)Nc2ncccn2)cc1 (centres undefined) | 97 | 2 | -1 | 5 | -2 | 39 | -1 | -4 | -2.0
CCCn1c(Nc2cccc(OC)c2)nc2ccccc21 | 105 | 1 | 0 | 6 | -8 | 24 | 14 | 10 | -1.3
CN(C)CCCNc1ncnc2scc(-c3ccccc3)c12 | 88 | -12 | -19 | 1 | -5 | 32 | -7 | -2 | -4.3

Rewritten as labelled records: 2 of the compounds above.
CC1(C)Oc2cc3oc(C(=O)O)cc(=O)c3cc2-c2ccccc21
  MEKK3 PB1 HTS = . | CRFBP-R2 block = 2 | M4 PAM = 2 | IDE cell activ = . | GalR3 antag = -5 | PHOSPHO1 block = . | pCIP destab = . | IDE cell inh = . | CRFR2-BP ag = -0.9
NS(=O)(=O)c1ccc2nc(NC(=O)C3=COCCO3)sc2c1
  MEKK3 PB1 HTS = 100 | CRFBP-R2 block = 12 | M4 PAM = 3 | IDE cell activ = 4 | GalR3 antag = -2 | PHOSPHO1 block = 2 | pCIP destab = 9 | IDE cell inh = 5 | CRFR2-BP ag = -2.5

Carrying on:
SMILES | MEKK3 PB1 HTS | CRFBP-R2 block | M4 PAM | IDE cell activ | GalR3 antag | PHOSPHO1 block | pCIP destab | IDE cell inh | CRFR2-BP ag
COc1ccc(Cc2nc(-c3ccc(NC(=O)c4cccnc4)cc3)no2)cc1 | 108 | -37 | 1 | 0 | -5 | -4 | -6 | -5 | 1.9
O=C(Nc1cc2c3c(c1)CC(=O)N3CCC2)c1ccccc1F | . | 5 | 0 | -5 | 3 | . | . | 0 | -0.1
CCOC(=O)c1oc2cccc(O)c2c1CN1CCOCC1 | 97 | 18 | -4 | 0 | -4 | -12 | -17 | -2 | 0.9
O=C1N=C(N2CCOCC2)S/C1=C\c1ccncc1 | 90 | -7 | -5 | 6 | -2 | 41 | 5 | -2 | 0.8
COc1ccc(CCNC(=O)c2cc(S(=O)(=O)N3CCc4ccccc43)ccc2F)cc1OC | . | 13 | -5 | . | -4 | . | . | . | -0.1
COc1ccc(C(C)=O)c2c1OCCO2 | 89 | 12 | 7 | 5 | 3 | 0 | -10 | 1 | -0.1
CCc1ccc(OCC(=O)N/N=C(\C)c2ccc(O)cc2O)cc1 | 105 | 0 | 0 | 5 | 0 | 36 | -6 | 6 | -6.9
COc1cccc(C(=O)N2CCN(Cc3ccccc3C(F)(F)F)CC2)c1 | 100 | -1 | 5 | 0 | -6 | 24 | -10 | 3 | -0.6
Cc1ccc(S(=O)(=O)N2CCN(C(C)C(=O)Nc3ccccc3-c3ccccc3)CC2)cc1 (centres undefined) | 96 | -1 | -1 | -8 | -2 | 0 | -6 | 6 | -1.1
Cc1onc(-c2ccccc2Cl)c1C(=O)Nc1cccc2nsnc12 | 107 | -27 | -10 | 6 | -1 | 3 | 0 | 7 | 4.4
O=C(CS(=O)(=O)c1ccccc1)Nc1ccc(Cl)cn1 | 105 | 0 | 0 | 4 | -3 | -27 | 7 | 3 | -0.5
COc1ccc(C(=O)NCCCNC(=O)c2cnccn2)cc1Br | 99 | -2 | -2 | 4 | -3 | 32 | -2 | -2 | 1.1
Cc1ccc(-c2nc(CS(=O)CC(=O)NC3CCCC(C)C3C)c(C)o2)cc1 (centres undefined) | 109 | -8 | 3 | 3 | -8 | 10 | 21 | 4 | -1.4
Cc1ccc(C(=O)N2CCN(C(=O)C3CCCO3)CC2)cc1 (centres undefined) | . | 0 | 5 | 3 | -4 | . | . | 0 | -0.6
CN(C)c1ccnc(Nc2ccc(F)cc2)c1C#N | 96 | -16 | 0 | . | -5 | 11 | -10 | -1 | 7.9
O=C(CN1C(=O)NC2(CCc3ccccc32)C1=O)c1c[nH]c2ccccc12 (centres undefined) | . | -5 | 9 | 2 | 2 | . | . | -2 | 0.4
COc1cccc2cc(C(=O)Nc3cc(C)cc(C)c3)/c(=N/NS(=O)(=O)c3ccccc3)oc12 | 99 | -1 | -2 | 3 | 1 | 36 | -2 | 2 | -1.3
CN(Cc1ccccc1)CC(O)COc1ccc(CNCCCOc2cccnc2)cc1 (centres undefined) | 101 | 4 | -14 | 5 | -1 | 44 | 1 | -1 | 4.7
O=C1/C(=C/c2ccc(F)cc2)Oc2cc(OC(=O)N3CCOCC3)ccc21 | 101 | 4 | -9 | 2 | -1 | 12 | -5 | -1 | -0.1
C=CCn1cc(C(=O)NCCN(CC)CC)c(=O)c2cc(S(=O)(=O)N3CCCCCC3)ccc21 | 102 | -12 | -10 | 2 | 4 | 34 | 14 | 1 | -0.2
O=C1c2cnccc2CN1Cc1ccccc1 | 120 | 10 | 4 | 0 | -7 | 4 | -4 | 0 | -1.7
CCN1CCN(c2ccc(S(=O)(=O)N3CCCCC3)cc2NC(=O)c2cccc(F)c2)CC1 | . | -16 | -2 | 8 | -4 | . | . | 1 | -1.5
Cc1ccc(OCc2ccc(C(=O)O)o2)c([N+](=O)[O-])c1 | 89 | 9 | -1 | 4 | -3 | 6 | -4 | 2 | -0.6
O=C(Cn1cc(C(F)(F)F)cc(Cl)c1=O)Nc1cccc(S(=O)(=O)N2CCCCC2)c1 | . | 11 | 3 | 4 | -4 | . | . | 6 | -1.4
CCCN(CC(=O)Nc1ccccc1C)C(=O)c1ccc(N2CCCC2=O)cc1 | . | 1 | 8 | 4 | -3 | . | . | -1 | 0.2
CCCC[C@@H]1C[C@H]1[C@@H](NC(=O)c1cccs1)c1ccc(C(F)(F)F)cc1 | 104 | -1 | . | . | . | . | . | -5 | 2.9
O=C(CSc1nnc(-c2ccccc2)o1)NCC1CCCCC1 | 101 | -16 | -3 | 4 | -6 | 11 | -7 | 4 | 1.7
CC1CCCN(C(=O)c2ccc(-c3ccccc3Cl)o2)C1 (centres undefined) | . | -5 | 7 | 1 | -5 | . | . | 1 | 0.2
Cc1nc(/N=C(\N)NC(=O)c2ccccc2)nc2ccccc12 | 100 | 0 | -9 | -9 | . | -15 | 3 | 4 | 1.6
CNC(=O)COC(=O)/C=C/c1nc2ccccc2s1 | 98 | 2 | 5 | 3 | -2 | 2 | -4 | 2 | -4.4
Cc1ccc2[nH]c(O)c(N=NC(N)=S)c2c1 | 96 | 2 | -1 | -2 | -2 | 8 | 0 | 1 | -0.9
COc1cc(C(=O)Nc2cccc3cccnc23)cc(OC)c1OC | 100 | 1 | 0 | 4 | -3 | 34 | -19 | -2 | -1.2
CC(C)C(=O)Nc1ccccc1Cc1ccccc1 | 101 | -5 | 9 | 5 | 0 | 57 | -9 | 6 | -2.6
COc1ccc(NC(C)C(=O)N/N=C/c2c(O)ccc3ccccc23)cc1 (centres undefined) | 107 | -18 | 5 | 3 | -8 | 42 | 5 | . | -0.5
COc1cccc(C(C)N(C)Cc2nc(COc3ccccc3)no2)c1 (centres undefined) | 101 | 23 | -14 | 12 | 2 | 24 | 1 | -3 | -3.4
Cc1cccc(NC(=O)C2C3C=CC4(O3)C2C(=O)N(CCCN2CCCC2)C4C(=O)NC2CCCC(C)C2C)c1 (centres undefined) | 100 | -4 | -4 | -1 | -5 | 24 | 0 | -8 | 0.1
COc1ccc(C(=O)N2CC3(CC(c4cccc([N+](=O)[O-])c4)=NO3)C[C@H]2C(=O)NCC(N)=O)cc1 (some centres undefined) | 101 | 3 | -3 | 5 | -1 | 28 | -10 | 5 | -1.6
Cn1cccc1/C=C(\C#N)c1ccccc1 | 101 | 21 | -10 | 2 | -9 | -5 | 4 | -4 | -2.1
O=C(CCN1C(=O)CSc2ccccc21)Nc1ccc(OC(F)(F)F)cc1 | . | -17 | -6 | -2 | -2 | . | . | 4 | -1.7
O=C(CSc1nnc(-c2ccc(NS(=O)(=O)c3ccccc3)cc2)o1)NCC1CCCO1 (centres undefined) | 98 | 21 | 6 | 2 | 0 | -8 | -4 | -2 | -3.5
Cc1[nH][nH]c(=O)c1N=Nc1ccccc1C#N | 103 | . | . | . | 3 | -23 | 3 | 8 | .
CCOC(=O)c1c(NC(=O)COC(=O)c2ccc(O)cc2)sc(C(=O)NC)c1C | . | 12 | 1 | -4 | -3 | . | . | 4 | 1.1
CCN1CCN(CC(=O)Nc2cc(S(=O)(=O)N3CCCCC3)ccc2Cl)CC1 | . | 1 | 5 | 0 | -7 | . | . | -2 | -2.2
CCOC(=O)CCc1c(C)c(C#N)c2[nH]c3ccccc3n2c1=O | 109 | 6 | 0 | -3 | -4 | -8 | -12 | 2 | 8.3
CCN(CC)S(=O)(=O)c1ccc2c(c1)nc(CCC(=O)OCC(=O)N1CCc3ccccc31)n2C | 100 | -6 | -7 | -3 | -5 | 8 | -11 | -3 | 1.4
COC(=O)c1c(NC(=O)c2ccccc2C(=O)O)sc2c1CCCC2 | . | -12 | 8 | . | -9 | . | . | . | 0.3
CCOC(=O)c1cnc2ccccc2c1NCc1ccco1 | 102 | -7 | -14 | 1 | -5 | 19 | -8 | -5 | -1.9
